Bioassay records (PubChem)
aSyn yeast inh: inhibitors of alpha-synuclein toxicity in yeast; 0.14% of 370,000 active; Potency, µM (highest dose often 46.1 µM), for the others: top-dose growth rescue (activation), actives largely listed as activators; Yeast expressing alpha-synuclein, growth rescue, BacTiter-Glo, 24 h; note: potency is the fitted concentration of half-maximal effect; % of control where 0% means no effect; nearly all actives have a fitted effect of over 65% in size
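Screening used galactose-induced yeast with toxic alpha-synuclein levels, exposed to compound for 24 hr at 30 deg C. Cell growth, read with BacTiter-Glo luminescence, gave the measured signal.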
TDP43 rescue: inhibitors of TDP-43 toxicity in yeast | TDP-43 expressing yeast growth rescue, BacTiter-Glo, 24 h | Potency, µM (doses to about 46.1 µM), without a hit: at the highest dose growth rescue (activation), usual class: activators | 1.8% of 410,000 active; note: potency is the fitted concentration of half-maximal effect; % of control where 0% means no effect; nearly all actives have a fitted effect of over 50% in size
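Readout is BacTiter-Glo luminescence of cell growth, so inhibitors register as activators. TDP-43-expressing yeast at OD600=0.02 in galactose medium, after raffinose pregrowth to mid-log, were incubated with compound for 24 hr at 30 deg C.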
PTHR1 ag: agonists of human PTHR1 parathyroid hormone receptor. Q03431. HEK293 GP2 PTHR1 cells, GloSensor cAMP luminescence, 1 h. Potency, µM (highest dose often 115 µM), inactives show at the top dose activation, most hits filed as activators. 0.075% of 410,000 active. AID 743266; note: potency is the fitted concentration of half-maximal effect; nearly all actives have a fitted effect of over 55% in size; some results filed as inactive show a strong effect at the top dose; inactives centre near -15; many of its hits are not listed in these tables
Target sequence (Q03431 whole entry, looked up): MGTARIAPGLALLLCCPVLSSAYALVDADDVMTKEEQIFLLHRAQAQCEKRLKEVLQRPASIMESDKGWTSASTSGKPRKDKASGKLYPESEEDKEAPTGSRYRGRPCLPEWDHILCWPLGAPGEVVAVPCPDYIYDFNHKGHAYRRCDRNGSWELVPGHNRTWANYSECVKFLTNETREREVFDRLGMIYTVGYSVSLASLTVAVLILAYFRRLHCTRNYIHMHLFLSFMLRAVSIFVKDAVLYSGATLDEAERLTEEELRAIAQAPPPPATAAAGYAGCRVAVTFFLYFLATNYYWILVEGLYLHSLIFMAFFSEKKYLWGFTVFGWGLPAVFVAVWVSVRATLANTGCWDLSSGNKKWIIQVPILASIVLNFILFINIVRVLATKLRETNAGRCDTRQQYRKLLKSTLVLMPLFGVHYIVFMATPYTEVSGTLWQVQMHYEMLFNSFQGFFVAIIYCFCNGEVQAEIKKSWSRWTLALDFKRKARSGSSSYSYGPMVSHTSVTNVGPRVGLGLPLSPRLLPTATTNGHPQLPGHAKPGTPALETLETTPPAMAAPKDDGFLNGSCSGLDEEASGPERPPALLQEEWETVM
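HEK-293-derived GP2 cells expressing PTHR1 and a GloSensor cAMP reporter, 3,000/well, plated overnight, given luciferin plus IBMX (each 0.5 mM as added) for 1 h at 37 °C, then compound for 1 h at 37 °C. Luminescence was read after 15 min at room temperature.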
GLP-1R agonist: agonists of human GLP-1 receptor | P43220 | HEK293 GLP-1R CRE-luciferase, luminescence, 4-6 h; cells express a hypersensitive GLP-1R form | Potency, µM (titrated, usually from 45.6 µM), inactives show at the top dose activation, most hits filed as activators | 0.007% of 380,000 active | AID 624172; note: potency is the fitted concentration of half-maximal effect; % of control where 0% means no effect
Target sequence (P43220 whole entry, looked up): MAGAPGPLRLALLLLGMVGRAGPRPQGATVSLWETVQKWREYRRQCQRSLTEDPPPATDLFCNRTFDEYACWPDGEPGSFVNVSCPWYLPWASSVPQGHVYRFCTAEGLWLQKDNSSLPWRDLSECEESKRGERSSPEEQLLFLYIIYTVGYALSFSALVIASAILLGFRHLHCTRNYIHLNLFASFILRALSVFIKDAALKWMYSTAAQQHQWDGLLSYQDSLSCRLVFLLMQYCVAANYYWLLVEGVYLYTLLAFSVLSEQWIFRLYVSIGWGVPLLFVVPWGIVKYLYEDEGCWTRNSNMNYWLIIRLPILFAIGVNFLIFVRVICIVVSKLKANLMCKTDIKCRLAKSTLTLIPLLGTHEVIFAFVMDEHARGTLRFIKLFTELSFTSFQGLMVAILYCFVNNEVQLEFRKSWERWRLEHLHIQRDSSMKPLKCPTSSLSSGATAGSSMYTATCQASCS
GLP1R inv ag: GLP-1 receptor (human) inverse agonism | P43220 | HEK293 GLP-1R CRE-luciferase, luminescence, 24 h; GLP-1R form is constitutively active | Potency, µM (doses to about 38.3 µM), without a hit: at the top dose activity change, negative = inhibition, hits mostly inhibitors | 1.6% of 410,000 active; note: potency is the fitted concentration of half-maximal effect; % is set by controls: 0 for no effect and ±100 for the full control effect; nearly all actives have a fitted effect of over 55% in size
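HEK293 cells stably co-expressing constitutively active GLP-1R and a cAMP-responsive luciferase reporter were seeded in DMEM with 10% Nu serum, given compounds after 12 h, and incubated 24 h at 37 deg C. Luminescence was then read.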
D3 antag: antagonists of human D3 dopamine receptor; max response, negative = inhibition, %; P35462; 2.5% of 360,000 active; D3R cells, DiscoveRx beta-arrestin luminescence, antagonist mode; hits give low values; in the data active = max response below about -50%; inconclusive = no clear call, values can overlap the other calls; note: % is set by controls: 0 for no effect and ±100 for the full control effect; mostly tested at two doses, the higher about 12 µM
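Cells plated overnight at 1500 cells/well, then exposed to library compounds with dopamine controls for 90 minutes at 37 degrees C. DiscoveRx reagent added for 30–60 minutes at room temperature; luminescence read, quantitative HTS format.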
FUS yeast rescue: suppressors of FUS proteinopathy in yeast. Potency, µM (titrated, usually from 76.6 µM), without a hit: at the highest dose growth rescue (activation), most hits filed as activators. 0.24% of 390,000 active. AID 1347120. S. cerevisiae FUS-expressing, growth rescue, OD600, 24 h;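 note: potency is the fitted concentration of half-maximal effect; plate controls were DMSO vehicle for no effect and reference control for full effect; nearly all actives have a fitted effect of over 55% in size; some results filed as inactive show a strong effect at the top dose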
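FUS-expressing yeast, raffinose-pregrown, induced in 2% galactose minimal medium at OD 0.005; compounds in a dilution series, 24hr at 30C. Growth restoration read as absorbance at 600 nm. CP55940 positive control, DMSO negative.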
Abeta yeast res: restores growth of yeast expressing A-beta42 peptide | 0.063% of 410,000 active | yeast expressing A-beta42, growth rescue, OD600, 48 h; response scale: 0% DMSO, 100% iron-clioquinol control | AID 1347071 | Potency, µM (series often up to 46.1 µM), for the others: top-dose growth rescue, actives largely listed as activators; note: potency is the fitted concentration of half-maximal effect; nearly all actives have a fitted effect of over 55% in size
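Yeast A-beta toxicity model in growth medium with pinned compounds, 48 h at 30 C; growth read as absorbance at 600 nm. Normalized to FeCl3/clioquinol equimolar mix (positive) and DMSO (negative).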
Akt phos inh: blocks phosphorylation of Akt; Neuro2A IGF-stimulated pAkt S473 HTRF, 20 min; hits give low values; activity change, % for hits at 50 µM; 0.32% of 360,000 active; in the data active = activity change below about -80%; inconclusive = mostly about -51% to -80%; note: % is set by controls: 0 for no effect and ±100 for the full control effect
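Neuro2A cells (4,500/well, DMEM with 0.5% FBS) were treated with compound at a single 50 µM final concentration, stimulated with 6 nM IGF for 20 min at 37 °C, and lysed. Phospho-Akt Ser473 was read by HTRF as 665/615 ratio ×10^4.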
An asterisk follows results filed as active; i = inactive; ? = inconclusive; / = no result given; & = joins results of further samples; [ ] = remark or other dose. Unless noted, calls come from the whole dose curve; as a rule, active = well fitted curve in the direction sought with a large enough effect; inconclusive = small, poorly fitted or top-dose-only effect, or another doubt; inactive = no such curve, though single readings can be large; an effect the other way counts as inactive or inconclusive.

SMILES | aSyn yeast inh | TDP43 rescue | PTHR1 ag | GLP-1R agonist | GLP1R inv ag | D3 antag | FUS yeast rescue | Abeta yeast res | Akt phos inh
COc1ccc(CCOC(=O)c2cccc(NC(C)=O)c2)cc1 | -11% | ? | -23% | 4% | 9% | -13 | 5% | 6% | i
O=C(CN1CCOc2ccccc21)N1CCN(c2cccc(Cl)c2)CC1 | 17% | 17% | -33%[inhibitor] | -4% | ? | 0 | ? | 20% | i
CC(SCc1ccccc1)C(=O)Nc1ccccc1 (configuration not stated) | 9% | 27% | -32%[inhibitor] | -1% | 6% | 6 | -30% | 5% | i
CC(Oc1cc2oc(=O)c3c(c2cc1Cl)CCCC3)C(=O)NCc1cccnc1 (configuration not stated) | 1% | -9% | -7% | -4% | 15% | -4 | 13% | 1% | i
CC(=O)c1ccc(N(C(=O)c2csnn2)C(C(=O)NC2CCCC2)c2ccccc2)cc1 (configuration not stated) | 0% | -15% | -22% | 12% | 11% | 1 | 13% | 1% | i
CCOc1ccccc1NC(=O)NNC(=O)CCc1ccc(OC)cc1 | 1% | -8% | i | -5% | -24% | 10 | -6% | -7% | i
Cc1ccc(OCC(O)CN2CCOCC2)cc1C (configuration not stated) | -2% | 2% | i | -1% | 3% | 11 | -7% | -12% | i
O=C(CNC(=O)C1CCCCC1)NNC(=O)c1ccc(Cl)cc1Cl | 3% | -2% | -2% | 1% | 5% | -1 | / | 3% | i
COc1ccc(-n2cc(-c3ccccc3)c3c(=O)[nH]cnc32)cc1 | -6% | ? | i | 6% | -27% | 0 | 17% | -13% | i
Oc1ccccc1-c1nc(N2CCN(Cc3ccccc3)CC2)c2ccccc2n1 | 0% | 3% | i | -11% | -6% | -2 | -6% | 3% | i
C/C(N)=C(/C#N)C(=O)CSc1nc2ccccc2n1CC(C)C | -1% | 24% | -1% | 9% | -13% | -4 | 9% | 0% | i
Cc1ncc(N=Nc2ccccc2)c(-c2ccccc2)n1 | -2% | 27% | -7%[57.5 µM] | 3% | -30% | -1 | -5% | -7% | i
O=C(NCc1ccc(Cl)cc1)C(=O)c1cn(CC(=O)N2CCOCC2)c2ccccc12 | 13% | -3% | -11% | 0% | -23% | -23 | 27% | 3% | i
COC(=O)CC(=O)CSc1nc2c(cc1C#N)CCC2 | 1% | -4% | ? | -1% | 50%[activator] | -6 | 35% | 16% | i
O=C(CSCc1ccc(Br)cc1)N1CCOCC1 | 6% | -7% | i | -2% | 9% | 11 | -11% | 4% | i
COc1ccc(NC(=O)CN(C)C(=O)c2ccccc2OCC(=O)Nc2cccc(C(F)(F)F)c2)cc1 | -3% | 7% | -3% | 10% | 22% | 13 | 5% | -4% | i
O=S(=O)(O)C(c1ccccc1)C1(O)CCCCC1 (configuration not stated) | 0% | -20% | -21% | 1% | 2% | 0 | -10% | -5% | i
COc1ccc(-c2cnc(C(O)c3ccc(CN4CCCCC4)cc3)[nH]2)cc1 (configuration not stated) | -8% | -2% | -23% | -7% | -10% | ? | -10% | -15% | i
COc1ccc2oc(C(=O)OCC(=O)N(C)CC(=O)Nc3ccc(F)cc3)c(C)c2c1 | 5% | -8% | -24% | 8% | -7% | 11 | 21% | 10% | i
CN1OC[C@@H]2CN(C(=O)C(C)(C)C)[C@H](c3cccc(Oc4ccccc4)c3)C[C@@H]21 | 0% | 30% | i | 0% | 3% | -8 | 7% | 1% | i

Single records (already shown). Order of values: aSyn yeast inh, TDP43 rescue, PTHR1 ag, GLP-1R agonist, GLP1R inv ag, D3 antag, FUS yeast rescue, Abeta yeast res, Akt phos inh
Profile of CN1OC[C@@H]2CN(C(=O)C(C)(C)C)[C@H](c3cccc(Oc4ccccc4)c3)C[C@@H]21 = 0%, 30%, i, 0%, 3%, -8, 7%, 1%, i
Profile of C/C(N)=C(/C#N)C(=O)CSc1nc2ccccc2n1CC(C)C = -1%, 24%, -1%, 9%, -13%, -4, 9%, 0%, i

Remaining list, next part
SMILES | aSyn yeast inh | TDP43 rescue | PTHR1 ag | GLP-1R agonist | GLP1R inv ag | D3 antag | FUS yeast rescue | Abeta yeast res | Akt phos inh
O=C(NCC(=O)N(Cc1cccs1)C(C(=O)NC1CCCC1)c1ccncc1)c1ccco1 (configuration not stated) | 3% | -5% | i | -7% | -14% | 2 | 24% | 2% | i
O=C(Nc1ccnn1C1CCN(CCCc2ccccc2)CC1)c1ccccc1Cl | 0% | 8% | i | -6% | ? | ? | / | -10% | i
O/N=C(/CN(O)/C=C1/C=CC=N1)c1cccs1 | 5% | 8% | -11%[57.5 µM] | -9% | 4% | 0 | -12% | 11% | i
COc1cc(/C=N/NC(=O)c2ccc(N)cc2)ccc1OC(=O)c1cccc(C)c1 | -6% | ? | -39%[inhibitor] | -23% | ? | 32 | 32% | 15% | i
Cn1nc2c3ccccc3n(Cc3ccc(F)cc3)c2nc1=S | -8% | 3% | i | -1% | 22% | 0 | -1% | 2% | i
Cc1cc(OCC(=O)OCC(=O)NCc2ccco2)ccc1Cl | -5% | -27% | i | 4% | 11% | 9 | -7% | 16% | i
Cc1ccc(NC(=O)c2cc(S(=O)(=O)N3CCCCC3)c[nH]2)cc1F | 0% | 27% | -27%&-7% | -1% | -3%&1% | 5 | 6%&-16% | 5%&-10% | i
COc1ccc(C2CC(=O)c3c([nH]c(C(=O)OCCOc4ccccc4)c3C)C2)cc1OC (configuration not stated) | / | 19% | -94%[inhibitor] | / | 1% | / | -7% | -8% | /
COC(=O)N1CC(c2ccccc2)CC1=O (configuration not stated) | -2% | -18% | -6%[57.5 µM] | 3% | -5% | -2 | -4% | -4% | i
O=c1[nH]c(CN2CCN(c3ccccc3O)CC2)nc2ccccc12 | 6% | 5% | i | -2% | -2% | ? | 29% | 7% | -110%*
O=C(CN1C(=O)C2CC=CCC2C1=O)Nc1nc2ccccc2s1 (configuration not stated) | -1% | 25% | -1% | -5% | 10% | 8 | -9% | -11% | i
COc1ccc(CCCc2nnc(SCC(=O)NN)o2)cc1 | -3% | -14% | -12% | 6% | -5% | -1 | 3% | 16% | i
O=C(NCCN1CCCCCC1)c1ccc(N2CCCC2=O)cc1 | 6% | 0% | i | -7% | -1% | -15 | 5% | 15% | i
COc1ccc(-n2c(=O)c3c(c4cc(OC)ccc4n3C)n(Cc3cccc(OC)c3)c2=O)cc1 | / | 1% | -22% | 0% | 5% | / | -5% | -12% | /
CCc1[nH]c(=O)c(C#N)c2c1CSC(C)(C)C2 | 0% | -16% | i | 11% | 0% | -12 | 22% | 7% | i
CC(=O)NC(c1ccco1)c1cc(Cl)c2ccc(Cl)nc2c1O (configuration not stated) | / | / | i | 2% | / | / | -11% | -10% | /
c1ccc(COc2ccc(-c3cc4nc(NCCCn5ccnc5)ccn4n3)cc2)cc1 | -6% | -18% | -20% | -9% | ? | 6 | 17% | -22% | i
CNC(=O)c1[nH]cnc1C(=O)NCC(=O)OCc1ccccc1 | -1% | 22% | -21% | 4% | 16% | 20 | -11% | 2% | i
O=C(Cc1cccs1)NNC(=O)C12CC3CC(CC(C3)C1)C2 | 5% | -2% | i | -5% | 8% | 10 | -5% | 16% | i
CCN(c1ccc(OC)cc1)S(=O)(=O)c1nnc(NC(=O)C(C)C)s1 | 2% | -11% | i | 6% | -2% | 5 | -2% | -9% | i
C/C=C/c1ccc(OC)c(OC(C)=O)c1 | 1% | 21% | i | 3% | -16% | 23 | -8% | 14% | i
COCCN(CC(=O)Nc1cccc(C)c1C)C(=O)c1oc2ccccc2c1C | 3%[1.84 µM] | 13% | -13% | 13% | ? | -2 | 41% | 12% | i
CC(C)Cc1ccc(CN2CCCC(NC(=O)CCN3CCCO3)C2)cc1 (configuration not stated) | 0% | -7% | i | 8% | ? | 7 | 4% | 10% | i
COc1ccc(C2SCC(=O)N2c2ccccc2)cc1 (configuration not stated) | 3% | 7% | i | -7% | -19% | -13 | -21% | -22% | i
Cc1ccc(NC(CNS(=O)(=O)c2ccc(Cl)cc2)c2ccccc2)cc1 (configuration not stated) | -3% | 18%&-5% | -36%&-9%[inhibitor] | -26% | ? | -15 | -8%&-3% | 9%&10% | i
Cc1cc(C)c2cc(CN(CCCN(C)C)C(=S)NCc3ccccc3)c(=O)[nH]c2c1 | 0% | 4% | -54%[inhibitor] | 10% | ? | 2 | 14% | 7% | i
CC(C)(C)c1ccc(OCc2ccc(C(=O)NCc3cccnc3)o2)cc1 | -1% | 14% | -47%[inhibitor] | 32% | -14% | 29 | 15% | 7% | i
CC(=O)c1ccc(NC(=O)CN2c3cccc4cccc(c34)S2(=O)=O)cc1 | 3% | -5% | -13% | 16% | 2% | -4 | 8% | 13% | i
COc1cccc(N/C(=N/C(=S)Nc2ccc(C)cc2C)Nc2nc(C)cc(C)n2)c1 | 0% | 14% | i | 18% | -23% | 1 | 13% | 1% | i
COc1ccc2sc(-c3ccccc3OC)c(-c3ccc(OCCN(C)C)cc3)c2c1 | -18% | 10% | -25% | -5% | ? | 12 | 40% | -17% | i
CCN(CC)CCSc1nnc2c3ccccc3n(CCc3ccccc3)c2n1 | 7% | -17% | i | -3% | ? | -79* | -11% | 5% | i
COC(=O)C(O)(CC(=O)c1ccc(OC)cc1)C(F)(F)F (configuration not stated) | -3% | 2% | -6%[57.5 µM] | -13% | 0% | -25 | 16% | 0% | i
O=C(NNC(=O)c1ccccc1Cl)c1cccnc1 | -2% | -1% | i | 5% | 7% | 10 | -13% | -3% | i
Cc1cccc2cc(CN(CC3CCCO3)C(=O)c3cnccn3)c(=O)[nH]c12 (configuration not stated) | -3% | -3% | -19% | -1% | 17% | -3 | / | -13% | i
O=C(NC1CCCC1)c1ccc(Cn2c(=O)[nH]c3ccsc3c2=O)cc1 | 8% | -4% | -6% | 9% | 86%[activator] | 2 | -14% | 7% | i
NS(=O)(=O)c1ccc(NC(=S)NC2CCCC2)cc1 | 15% | 8% | i | -1% | -34% | 14 | / | 30% | i

Not all compounds are listed (hit frequency here may not be typical).
